Screening data: PubChem, National Center for Advancing Translational Sciences (NCATS)
L3MBTL1 block – L3MBTL1 (human) inhibition. Potency, µM (top dose mostly 57.1 µM), for the others: top-dose activity, negative = inhibition, hits mostly inhibitors. Q9Y468. hit rate 0.66% among 230,000. AlphaScreen L3MBTL1–H3K9me1 peptide binding; note: nearly all actives have a fitted effect of over 60% in size
Target sequence (Q9Y468 whole entry, looked up): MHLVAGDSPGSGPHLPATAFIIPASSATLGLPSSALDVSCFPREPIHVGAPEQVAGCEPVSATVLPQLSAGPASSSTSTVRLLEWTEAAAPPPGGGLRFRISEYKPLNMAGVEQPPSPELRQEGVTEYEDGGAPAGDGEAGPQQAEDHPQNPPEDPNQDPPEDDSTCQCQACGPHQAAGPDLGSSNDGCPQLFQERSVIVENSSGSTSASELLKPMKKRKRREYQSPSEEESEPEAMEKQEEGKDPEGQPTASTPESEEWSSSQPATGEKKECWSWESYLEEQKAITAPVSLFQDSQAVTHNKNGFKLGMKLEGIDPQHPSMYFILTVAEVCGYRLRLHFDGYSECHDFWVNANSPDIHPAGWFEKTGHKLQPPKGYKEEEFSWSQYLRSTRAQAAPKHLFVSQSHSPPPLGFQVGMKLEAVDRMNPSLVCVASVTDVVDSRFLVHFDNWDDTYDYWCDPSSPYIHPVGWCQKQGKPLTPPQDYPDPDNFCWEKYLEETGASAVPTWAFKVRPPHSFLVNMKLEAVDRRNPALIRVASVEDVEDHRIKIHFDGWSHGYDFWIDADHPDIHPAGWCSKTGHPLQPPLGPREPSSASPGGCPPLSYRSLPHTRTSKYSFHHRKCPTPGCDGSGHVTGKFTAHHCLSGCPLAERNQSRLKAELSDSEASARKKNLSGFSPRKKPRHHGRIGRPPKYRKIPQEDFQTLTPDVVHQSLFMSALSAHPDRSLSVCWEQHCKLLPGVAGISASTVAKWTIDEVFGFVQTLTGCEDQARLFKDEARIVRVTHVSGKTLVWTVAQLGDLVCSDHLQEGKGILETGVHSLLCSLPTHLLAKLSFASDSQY
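L3MBTL1 50 nM + b-AHA-H3(1-15)K9me1 75 nM, 30 min RT; compound added, 30 min RT; streptavidin donor/Ni-chelate acceptor beads 10 ug/mL each final, 30 min RT dark; AlphaScreen read.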
GoLoco inh red – blocks human Gai1 binding to RGS12 GoLoco peptide, red readout. hit rate 0.44% among 230,000. AID 880. P63096. Potency, µM (top dose mostly 61.6 µM), inactives show top-dose activity, negative = inhibition, actives largely listed as inhibitors. Gai1:RGS12 GoLoco peptide FP, rhodamine, 10 min; active = well fitted inhibition curve with a large enough effect, not every such curve was filed as active; inactive = no such curve, though single readings can be large or run the other way; note: nearly all actives have a fitted effect of over 30% in size; many of its hits are not listed in these tables
TR SRC2 fluor cs – alters Texas Red total fluorescence, flagging assay interference; TRb/SRC2 Texas Red total fluorescence interference; Potency, µM (highest dose often 106 µM), inactives show at the highest dose fluorescence change, negative = quenching; hit rate 0.29% among 280,000; AID 1479; active = well fitted curve in either direction with a large enough effect; inconclusive = small, poorly fitted or top-dose-only effect
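Flags fluorescent or light-absorbing compounds by total fluorescence, S + 2P, at 555 nm excitation and 632 nm emission. Mixture: 20 nM Texas Red SRC2 peptide, 0.6 uM human TRb LBD, 1 uM T3, 5% DMSO; compound exposure 5 h at ambient temperature.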
GAA glycogen – GAA glycogen-cleavage inhibition or activation; Potency, µM (series often up to 76.4 µM), without a hit: at the highest dose activity change, negative = inhibition, actives largely listed as inhibitors; AID 2100; recombinant GAA, glycogen substrate, Amplex Red glucose oxidase fluorescence; hit rate 0.38% among 300,000; P10253;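 note: 0% = full enzyme reaction and -100% = no-enzyme basal signal; the screen sought inhibitors and activators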
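Natural-substrate format: glycogen cleavage by 4 nM human enzyme, glucose read by Amplex Red coupling (Ex 573, Em 610 nm). Normalized to enzyme and no-enzyme controls.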
GAA inh – blocks human lysosomal alpha-glucosidase. purified human GAA, 4-MU-alpha-glucoside fluorescence. AID 1466. hit rate 0.005% among 200,000. P10253. Potency, µM (top dose mostly 76.9 µM), inactives show at the highest dose activity change, negative = inhibition, hits mostly inhibitors;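 note: plate controls were uninhibited enzyme wells for no effect and no-enzyme background for full effect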
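Fluorescence at Ex 365/Em 440 nm from 4-methylumbelliferone reported enzyme activity after 20 min at room temperature. Reactions used 4 nM enzyme and 400 uM substrate at pH 5.0; curves fitted with the Hill equation.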
RECQ1 inh – RECQ1 (human) helicase inhibition. RECQ1 DNA unwinding, red fluorescence kinetic read. Potency, µM (highest dose often 57.3 µM), without a hit: top-dose activity, negative = inhibition, hits mostly inhibitors. hit rate 0.54% among 240,000;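 note: plate controls were vehicle for no effect and no enzyme for full effect; nearly all actives have a fitted effect of over 30% in size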
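RECQ1T1 50 nM; forked duplex (20 bp + 30-nt ss tails) 200 nM, ATP 2 mM final; pH 8.0, 2 mM MgCl2, 2.5 ug/ml poly(dI-dC); 15 min compound preincubation; discontinuous kinetic read over 2 h at RT.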
TRb-SRC2 inh – TRbeta-SRC2 interaction inhibition. TRbeta-SRC2 peptide binding, fluorescence polarization; receptor liganded with 1 µM T3. Potency, µM (titrated, usually from 106 µM), without a hit: top-dose activity change, negative = inhibition, actives largely listed as inhibitors. hit rate 0.065% among 280,000;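 note: plate controls were bound peptide for no effect and peptide without receptor for full effect; nearly all actives have a fitted effect of over 50% in size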
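TRb LBD 0.6 uM + Texas Red SRC2 peptide 20 nM, 1 uM T3, Tris buffer w/ 5% DMSO; compound pinned, 5 h RT; FP read ex 555/em 632; normalized to unbound and bound controls.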
GAA spleen mod – lysosomal alpha-glucosidase (human) modulation; P10253; human spleen homogenate, 4-MU-alpha-glucoside fluorescence; Potency, µM (top dose mostly 79.9 µM), for inactives: top-dose activity change, negative = inhibition, hits mostly inhibitors; hit rate 0.006% among 240,000;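 note: 0% = enzyme with vehicle and -100% = no enzyme basal signal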
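Human spleen homogenate (1 ug) incubated with compounds and 1 mM 4-methylumbelliferyl-alpha-D-glucopyranoside in pH 5.0 citrate/phosphate buffer, 37 C, 40 min. Stopped at pH 10; 4-MU fluorescence (Ex 365/Em 440 nm); AC50 by Hill fit.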
Active calls of the source: *; i = inactive; u = inconclusive; x = not tested or not shown; & = joins results of further samples; [ ] = dose if it differs, or a comment. Unless noted, calls come from the whole dose curve; as a rule, active = well fitted curve in the direction sought with a large enough effect; inconclusive = small, poorly fitted or top-dose-only effect, or another doubt; inactive = no such curve, though single readings can be large; an effect the other way counts as inactive or inconclusive. Unless noted, % is set by controls: 0 for no effect and ±100 for the full control effect; potency is the fitted concentration of half-maximal effect. These rows are one share of the data. The share of hits here may be higher or lower than overall.

item	compound	GAA spleen mod	GoLoco inh red	RECQ1 inh	TRb-SRC2 inh	TR SRC2 fluor cs	GAA glycogen	GAA inh	L3MBTL1 block
1	CS(=O)(=O)N1CCN(S(=O)(=O)c2ccccc2[N+](=O)[O-])CC1	-7%	11%	-8%	2%	-2%	-1%	5%	-2%
2	O=C1OC(Nc2ccc(F)cc2F)c2ccccc21 (stereo not drawn)	4%	-4%	i	4%	3%	8%	-5%	0%
3	Cc1cc(OC(=O)c2c(F)cc(F)cc2F)nc(C)n1	x	4%	-7%	-4%	1%	8%	u	9%
4	O=C(Cn1nnc2ccccc2c1=O)N1CCOCC1	9%	-2%	22%	-2%	-3%	30%	3%	-10%
5	Cc1ccc(O)c(C(=O)c2cnn(C(=O)COc3ccccc3C#N)c2)c1	-2%	2%	-2%	-7%	-5%	-10%	x	-5%
6	CCc1oc2c(C)c(O)ccc2c(=O)c1-c1ccc2ccccc2n1	-7%	2%	22%	-12%	-1%	-2%	1%	1%
7	COCCSc1ccccc1C(=O)Nc1cc(C)cc(C)c1	1%	-7%	14%	-4%	-3%	4%	5%	4%
8	Cc1ccc(-n2c(CNc3ccc(F)cc3)nnc2SCC(=O)N2CCOCC2)cc1	2%	-2%	i	0%	4%	-16%	-4%	2%
9	CCn1nnc(-c2ccccc2NS(=O)(=O)c2ccc(S(=O)(=O)N3CCCCCC3)cc2)n1	-5%	9%	i	4%	-4%	-2%	-14%	7%
10	CCOCCOC(=O)c1cccc(NC(=O)OCC)c1	-2%	2%	-3%	-4%	0%	4%	-4%[15.4 µM]	-3%
11	COC(=O)c1ccc(C(NC(=O)OCc2ccccc2)/C(=C/[C@@H](C)C(=O)NCc2cccnc2)c2cccnc2)cc1 (stereo partly drawn)	4%	0%	i	-5%	-5%	x	x	x
12	Cc1ccc2[nH]c(-c3cccc(F)c3)cc(=O)c2c1	5%[119 µM]	8%[88.7 µM]	-4%[126 µM]	0%[201 µM]	2%[201 µM]	2%	-12%[15.4 µM]	3%
13	Cc1ccc(NC(=O)C(C)NC(=O)OCc2ccccc2)cc1C (stereo not drawn)	1%	0%	-1%	1%	-1%	5%	-3%[15.4 µM]	9%
14	Cn1nc(OC(=O)Nc2ccc(Cl)cc2)cc1C(F)(F)F	-1%	1%	-8%	-7%	-4%	2%	-3%	x
15	CCOC(=O)C1NN=C(C(=O)c2ccccc2)C1c1ccccc1 (stereo not drawn)	1%	-4%	-10%	-18%	1%	-15%	6%	19%
16	COc1cccc(-n2c(CN3CCN(Cc4ccccc4)CC3)nc3ccc([N+](=O)[O-])cc3c2=O)c1	-24%	-2%	-4%	11%	-1%	17%	6%	5%
17	CCCc1ccc(-c2cc(N)n[nH]2)cc1	-2%	3%	i	-12%	1%	-7%	-1%	x
18	Cc1cnc(NC(=O)c2cncc(Br)c2)s1	-2%	6%	i	-7%	-5%	7%	-8%	x
19	CC(C)=NNc1nc2c(c(=O)[nH]c(=O)n2C)n1CCc1ccccc1	2%	18%	-7%	3%	-7%	-5%	-3%	-10%
20	CCCCCCCC(=O)OCCOC(=O)CCCCCCC	0%	-2%	-5%	0%	2%	x	x	x

6 of the compounds above, with two lines to a compound.
Values run as follows: GAA spleen mod | GoLoco inh red | RECQ1 inh | TRb-SRC2 inh | TR SRC2 fluor cs | GAA glycogen | GAA inh | L3MBTL1 block
#10 CCOCCOC(=O)c1cccc(NC(=O)OCC)c1
    -2% | 2% | -3% | -4% | 0% | 4% | -4%[15.4 µM] | -3%
#11 COC(=O)c1ccc(C(NC(=O)OCc2ccccc2)/C(=C/[C@@H](C)C(=O)NCc2cccnc2)c2cccnc2)cc1 (stereo partly drawn)
    4% | 0% | i | -5% | -5% | x | x | x
#12 Cc1ccc2[nH]c(-c3cccc(F)c3)cc(=O)c2c1
    5%[119 µM] | 8%[88.7 µM] | -4%[126 µM] | 0%[201 µM] | 2%[201 µM] | 2% | -12%[15.4 µM] | 3%
#13 Cc1ccc(NC(=O)C(C)NC(=O)OCc2ccccc2)cc1C (stereo not drawn)
    1% | 0% | -1% | 1% | -1% | 5% | -3%[15.4 µM] | 9%
#14 Cn1nc(OC(=O)Nc2ccc(Cl)cc2)cc1C(F)(F)F
    -1% | 1% | -8% | -7% | -4% | 2% | -3% | x
#15 CCOC(=O)C1NN=C(C(=O)c2ccccc2)C1c1ccccc1 (stereo not drawn)
    1% | -4% | -10% | -18% | 1% | -15% | 6% | 19%

Additional results follow:
item	compound	GAA spleen mod	GoLoco inh red	RECQ1 inh	TRb-SRC2 inh	TR SRC2 fluor cs	GAA glycogen	GAA inh	L3MBTL1 block
21	O=C(CSc1nnc(-c2ccccc2)o1)Nn1cnnc1	-29%	9%	16%	-4%	-4%	u	-1%	11%
22	CCOC(=O)/C(C#N)=C\C1=C(N2CCCC2)CC(C)(C)OC1	-1%	3%	-3%	-14%	2%	-3%	-8%	-1%
23	CCC(=O)OCC(=O)C1(OC(=O)CC)C(C)CC2C3C(Cl)CC4=CC(=O)C=C[C@@]4(C)C3C(O)C[C@@]21C (stereo partly drawn)	7%	-2%	9%	3%	-2%	x	x	x
24	COc1cc(OC)cc(-c2n[nH]c(=S)n2-c2ccc3c(c2)OCCO3)c1	-6%	4%	i	2%	0%	-10%	5%	-2%
25	COCCN(C(=O)C(F)(F)F)C(C(=O)NC1CCCCC1)c1ccco1 (stereo not drawn)	5%	-30%	8%	-1%	-5%	-3%	-8%	-1%
26	Cc1ccc(COc2coc(CO)cc2=O)cc1	-3%	0%	u	6%	-1%	0%	1%	0%
27	Cc1ccc2c(c1)NC(=O)C(CC(=O)Nc1ccc(CN3CCC(C)CC3)cc1)O2 (stereo not drawn)	0%	14%	-4%	-20%	-3%	9%	-11%	x
28	COc1ccc(C(=O)NC2(C(F)(F)F)N=C3SCCN3C2=O)cc1 (stereo not drawn)	3%	-1%	-2%	-1%	-1%	0%	-1%	4%
29	CC1CCN(C(=O)CSc2nc3[nH]ncc3c(=O)[nH]2)CC1	0%	7%	1%	-14%	0%	14%	2%	12%
30	O=C(Nc1cc2c(ccc3ccccc32)oc1=O)C1CCCCC1	-5%	42%[activator]	0%	3%	-2%	6%	6%	11%
31	CC(C)(C)c1ccc(C(=O)O)c(C(=O)c2ccccc2)c1	12%	10%	-5%	-9%	1%	-8%	0%	0%
32	Cc1ccsc1/C=N\NC(=O)CC(=O)NCc1ccccc1	-6%	3%	-8%	4%	-2%	2%	-4%	-4%
33	O=C(Nc1cccc(F)c1)c1cc(S(=O)(=O)NCCC2=CCCCC2)ccc1F	-4%	2%	-12%	5%	u	-9%	u	18%
34	N#Cc1ccc(NC(=O)N2CCC(c3nc4c(nnn4Cc4cccc(Cl)c4)c(=O)[nH]3)CC2)cc1	-4%	5%	-9%	5%	1%	-5%	1%	-4%
35	COc1ccc(C)cc1NC(=O)CN(C)S(=O)(=O)c1cccs1	4%	-7%	-4%	3%	-3%	-4%	-7%	x
36	COc1cccc(N(C(=O)C2CSC(=O)C2)C(C(=O)NC(C)(C)C)c2ccncc2)c1 (stereo not drawn)	0%	-2%	i	-1%[53 µM]	-1%[53 µM]	8%	u	2%
37	CNCC[C@@H](Oc1ccccc1C)c1ccccc1	3%	8%	0%	2%	-1%	x	x	x
38	COc1cc(C(=O)Nc2ccc3c(c2)Cc2cc(NC(=O)c4cc(OC)c(OC)c(OC)c4)ccc2-3)cc(OC)c1OC	-2%	x	-6%	-7%	-4%	13%	u	6%
39	COc1cc2ccc(=O)oc2c(O)c1OCC=C(C)C	-5%&16%	0%&5%	-7%&-8%	-2%&2%	-3%&-2%	-3%	-6%	-3%
40	CC(C)C(=O)NC(=S)Nc1ccc(S(=O)(=O)NC(C)(C)C)cc1	-4%	-30%	11%	-3%	-1%	-8%	-8%	x
41	CC(C)CC(=O)NC(=S)NCc1ccccc1	-6%	-2%	-11%	-8%	-4%	4%	-10%	-11%
42	CCN(CC)S(=O)(=O)c1cc(NC(=O)c2ccc(Br)s2)ccc1C	-4%	-1%	13%	-9%	-3%	-3%	6%	42%[activator]
43	C[n+]1ccn(CC(=O)c2ccc(Cl)cc2)c1	-5%	4%	-7%	-4%	-5%	14%	1%	7%
44	CCOC(=O)Cc1csc(NC(=O)Nc2ccc(C)cc2)n1	2%	10%	-7%	-3%	0%	0%	x	1%
45	COc1ccccc1NC(=S)NC(C)=O	-7%	8%	-5%	-3%	-2%	-13%	-3%	3%[11.4 µM]
46	COc1ccc(CCN(C)CC(O)c2ccccc2)cc1OC (stereo not drawn)	-1%	-26%	-2%	-1%	-1%	3%	2%	-19%
47	Cn1c(=O)c2c(nc(N/N=C/c3ccc(OC(=O)c4ccco4)cc3)n2Cc2ccccc2Cl)n(C)c1=O	8%	4%	-3%	0%	-1%	5%	-8%	6%
